# From PubChem BioAssay
# Lipid droplet: inhibitors of hepatocyte lipid droplet formation, primary screen, imaging, high-throughput imaging, BODIPY stain; AML12 mouse hepatocytes, oleate lipid droplets; inhibition, % at 6.5 µM; 240,000 tested, 0.4% active; AID 1656, 2009;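 active = lipid droplet intensity inhibited by at least 50%, with more than 500 cells counted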
#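 Assay system: AML12 hepatocytes (mouse) / Also added: 100 µM oleic acid challenge / Times: overnight treatment with compound plus oleate / Detection: high-content imaging of BODIPY-stained droplets and DAPI nuclei / Evaluation: % inhibition of lipid droplet signal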
# CSM14.1 death rescue: rescue of cells from ER stress-induced death, primary screen, 384-well, CSM14.1, thapsigargin, ATP luminescence (AID 1222); CSM14.1 thapsigargin-induced death rescue, ATP luminescence; higher % means a stronger effect; cellular ATP content (survival), % at 20 µM; hits with a dose series show EC50 in µM; 190,000 tested, under 10 active;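 active = EC50 below 50 µM in the dose-response confirmation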;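 note: death triggered by thapsigargin at about 15 µM added after 2 h compound pretreatment; cell ATP read after overnight thapsigargin exposure of roughly 18 to 22 hours; normalized against plate controls of thapsigargin alone and 5% DMSO vehicle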
# Dynein transport: inhibitors of GR-EGFP nuclear translocation, primary screen, dynein cargo transport inhibitor project, imaging, high-content, 3617.4 mouse cells; z-score, hits read low; 220,000 tested, 0.47% active; test concentration mostly 20 µM; stimulated with dexamethasone, 1 µM; hits give low values;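 active = plate z-score of nuclear minus cytoplasmic receptor signal below a set negative limit, without overly bright fluorescence or cell loss, cut at about -3.5 in these data, passing the limit was not always enough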;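 note: z-score of nuclear minus cytoplasmic ring GR-EGFP intensity difference per well; some compounds called inactive have numbers as strong as hits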
#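 medium = tetracycline-free induction medium containing charcoal-stripped FBS | also added = 1.0 µM final dexamethasone stimulus | schedule = 48 h induction, 1 h compound, 30 min dex at 37 °C | technique = fixed, Hoechst-stained cells imaged at 10x for EGFP | measure = GR-EGFP nuclear translocation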
# MT stabilizer: microtubule stabilizers in HeLa cells, primary screen, imaging, high-content imaging; HeLa tubulin immunostaining HCS, 24 h; share of cells brighter than vehicle mean+2SD; % tubulin-high responders, % at 10 µM; 200,000 tested, 0.83% active;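 active = plate Z-score above 3 for both tubulin-high and condensed-nucleus cell shares, with cell loss under 80%, at 10 µM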;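 note: anti alpha tubulin signal scored within the nucleus-defined area of each cell; some results filed as inactive read as strong as hits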
# M17LAP inhibition: P. falciparum M17LAP inhibitors, primary screen, biochemical, fluorogenic H-Leu-NHMec substrate, 1536-well (AID 1619) | Leucine aminopeptidase (Plasmodium falciparum (isolate 3D7)) | recombinant M17LAP, H-Leu-NHMec fluorogenic kinetic assay; higher % means a stronger effect | one-dose inhibition, % at 30 µM; IC50 in µM for titrated hits | 220,000 tested, 0.38% active;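 active = compound inhibiting the enzyme by more than half at any dose during confirmatory dose-response retesting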;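 note: plate controls were full reaction with DMSO carrier for no effect and no enzyme background for full effect; strong numbers were not always called active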
# P. falciparum M1AAP: P. falciparum M1AAP inhibitors, biochemical, fluorogenic H-Leu-NHMec substrate, 1536-well (AID 1445); one-dose inhibition, % at 30 µM; IC50 in µM for titrated hits; recombinant M1AAP, H-Leu-NHMec fluorogenic kinetic assay; higher % means a stronger effect; 220,000 tested, 0.42% active; Aminopeptidase N (Plasmodium falciparum (isolate 3D7));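 active = primary inhibition above the hit cutoff, then over 50% inhibition at one or more dose response concentrations, cut at about 23% in these data, passing the limit was not always enough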;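 note: plate controls were DMSO full reaction for no effect and no enzyme background for full effect; strong numbers were not always called active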
# Autophagy mod: autophagy modulators in MEF cells, primary screen, imaging, high-content, MEF GFP-LC3 | MEF GFP-LC3 puncta imaging; test concentration mostly 10 µM | calls only at 10 µM (by protocol) | 190,000 tested, 0.98% active | AID 463193, 2010;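 active = percentage of spot-positive cells more than 3 SD above its plate mean, without a fluorescence outlier flag or 80% toxicity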;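 note: spot-positive cell cutoff set from DMSO-treated cells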
# Yfh1-off respiration: enhancers of respiration in Yfh1-depleted yeast, dose response, Friedreich's ataxia, plus single-dose screen (AID 1465). S. cerevisiae Yfh1-off respiration, WST-1 reduction, 72 h; higher fold induction means a stronger effect. fold induction at 50 µM, or EC50 in µM where a hit was titrated. 220,000 tested, 0.074% active;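 active = fold induction of absorbance versus untreated yeast above a set limit, then at least 30% activation at any dose in follow-up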;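 note: activators that raise dye reduction in frataxin-depleted yeast; strong numbers were not always called active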
# Ins promoter up: insulin promoter activators in MIN6 cells, imaging, high-content screening, mouse beta cells | MIN6 insulin promoter-GFP reporter; hits give high values | AID 1625, 2009 | z-score at 5 µM | 190,000 tested, 0.3% active;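 active = z-score above 3 at 5 µM with at least 500 cells counted in the well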
# Dynein transport cytoplasmic EGFP: second read-out of Dynein transport, no call of its own (marks repeat the call); z-score; measured here: cytoplasmic GR-EGFP intensity; hits give high values
# Dynein transport nuclear GR-EGFP: further read-out of Dynein transport, marked with its call; z-score; measured here: nuclear GR-EGFP intensity;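 lower value marks the stronger effect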
# Dynein transport cell count: also measured in Dynein transport; calls as there; z-score; measured here: cell count per field
# Ins promoter up cell count: also measured in Ins promoter up; calls as there; cell count; measured here: cytotoxicity, nuclei count;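 total cells summed across four imaged fields per well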
# Lipid droplet cells 6.5 µM: further read-out of Lipid droplet, marked with its call; cell count; measured here: cell count, cytotoxicity flag;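 cells counted across two imaged fields per well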
# MT stabilizer Hoechst-high %: second read-out of MT stabilizer, no call of its own (marks repeat the call); % Hoechst-high responders; measured here: nuclear condensation Hoechst responders;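 share of cells brighter than vehicle mean plus two SD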
# MT stabilizer cytotoxicity %: further read-out of MT stabilizer, marked with its call; toxicity, %; measured here: cytotoxicity by cell density;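 0% = mean cell density of plate MIN control wells and 100% = no cells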
# Autophagy mod cell loss 18 h: also measured in Autophagy mod; calls as there; toxicity, %; measured here: cell loss, nuclei count;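 cell loss after 18 h compound exposure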
# * = called active by the depositor; i = inactive; · = no result given.
Structure	Lipid droplet	Lipid droplet cells 6.5 µM	CSM14.1 death rescue	Dynein transport	Dynein transport cytoplasmic EGFP	Dynein transport nuclear GR-EGFP	Dynein transport cell count	MT stabilizer	MT stabilizer Hoechst-high %	MT stabilizer cytotoxicity %	M17LAP inhibition	P. falciparum M1AAP	Autophagy mod	Autophagy mod cell loss 18 h	Yfh1-off respiration	Ins promoter up	Ins promoter up cell count
O=C(/C=C/c1ccc(O)c(O)c1)O[C@H](Cc1ccc(O)c(O)c1)C(=O)O	5.9	686	·	-0.819	-0.758	-0.432	0.117	·	·	·	35.9%	15.8%	·	·	i	2.13	710
c1ccc(CCc2nn3c(Cn4nnc5ccccc54)nnc3s2)cc1	-5.4	584	·	-0.0773	-0.27	0.607	-0.203	1.6	0.9	3.8	-6.1%	2.5%	i	11.2	i	0	1161
Cc1c(Cc2ccc3c(c2)OCO3)sc(NC(=O)c2ccc3ccccc3c2)c1C(N)=O	-11.1	704	-3.3%	-0.345	-0.229	0.473	0.354	8.2	11.5	18.9	4.0%	0.3%	i	2.2	i	-0.12	1287
Cc1oc(S(=O)(=O)N2CCCC2)cc1C(=O)Nc1ccccc1	-15.0	466	·	-0.84	-0.212	-0.329	1.4	·	·	·	4.6%	4.7%	·	·	i	-0.64	1057
COc1ccccc1NS(=O)(=O)c1ccc(O)c(C(=O)OCc2cccc([N+](=O)[O-])c2)c1	15.8	748	-1.6%	0.163	-0.317	-0.0037	0.179	3.0	2.0	6.1	-2.6%	2.1%	i	3.5	i	-0.35	1391
Cc1ccc(NC(=O)C2CCCN(S(=O)(=O)c3cnc[nH]3)C2)c(Br)c1 (centres undefined)	-1.0	670	·	0.359	-0.169	0.366	-0.663	3.7	2.5	5.9	17.6%	6.3%	·	·	i	-0.57	1983
Cc1csc(NC(=O)C2CCN(S(=O)(=O)c3ccccc3F)CC2)n1	-10.3	575	-0.9%	-0.761	-0.273	0.0156	-0.349	3.8	1.8	8.4	1.1%	0.1%	i	-2.9	i	-0.6	1608
Cn1c(=O)cc(SCC(=O)NCC2CCCO2)c2ccc(Cl)cc21 (centres undefined)	-31.0	748	-1.2%	0.104	-0.212	-0.0772	0.489	3.9	2.2	4.8	14.8%	5.8%	i	5.0	i	0.04	1191
Cc1ccc2ncnc(Nc3ccccc3)c2c1	33.1	666	-0.8%	-0.198	-0.196	-0.434	0.139	3.7	1.6	10.5	8.7%	2.1%	i	12.3	i	-0.35	1371
O=[N+]([O-])c1ccc(O)c(C(C#Cc2ccccc2)N2CCOCC2)c1 (centres undefined)	-0.4	757	·	-1.07	-0.284	-0.486	1.04	·	·	·	-1.6%	5.8%	·	·	i	-1.55	1016
Cc1ccc(S(=O)(=O)CCSc2nc(C)cc(C)c2C#N)cc1	-13.6	741	4.6%	1.06	-0.196	-0.0595	-1.09	2.9	1.9	9.1	-10.8%	-8.1%	i	-7.6	i	-0.28	1347
O=C(NCCCCNC(=O)c1c(F)c(F)c(F)c(F)c1F)c1c(F)c(F)c(F)c(F)c1F	3.8	711	·	0.303	-0.061	0.825	0.505	2.0	0.3	19.9	-0.6%	-0.3%	i	0.8	i	-0.25	1181
CC(=O)N1N=C(c2ccccc2)OC1(C)CC(=O)Nc1ccccc1 (centres undefined)	-14.2	575	-0.9%	-1.26	-0.257	-0.76	0.659	2.8	2.7	7.2	-0.7%	0.1%	i	6.9	i	-0.99	1487
Cc1[nH]n(-c2ccccc2)c(=O)c1/C=N/NC(=O)c1cccc([N+](=O)[O-])c1	·	·	-1.8%	-0.199	-0.207	-0.262	-0.086	1.2	0.2	9.7	-3.2%	23.1%	i	-16.0	i	-0.2	1505
OC(C#CCN1CCCC1)c1ccccc1 (centres undefined)	·	·	-0.6%	-0.43	-0.241	-0.0109	0.994	6.6	2.8	5.0	9.3%	3.8%	i	-5.0	i	·	·
CC1CCCN(C(=O)c2ccc3c(=O)n(C4CCCC4)c(=S)[nH]c3c2)C1 (centres undefined)	14.2	741	-0.7%	0.521	-0.188	0.298	-0.394	2.4	2.2	13.3	10.5%	7.2%	i	-23.4	i	0.2	1088
CC(C)OCCCNC(=S)NNC(=O)C(c1ccccc1)c1ccccc1	-9.6	728	-0.3%	-0.586	-0.257	-0.393	0.347	7.1	1.6	7.9	-7.9%	-21.3%	i	20.1	i	-0.97	1482
CCOC(=O)N1CCC(NC(=O)c2cc3cc4cc(OC)ccc4nc3o2)CC1	·	·	-2.0%	-1.13	-0.372	-0.399	0.715	3.4	2.9	5.5	-43.4%	11.0%	i	-5.0	i	-0.85	1162
CC(C)c1nnc(NC(=O)CCC(=O)N2CCN(C3CCCCC3)CC2)s1	·	·	-1.6%	3.5	-0.0101	2.62	-2.18	2.9	1.5	6.9	1.1%	-0.7%	i	4.9	i	0.22	1052
Nn1c(SCC(=O)Nc2cccc(S(N)(=O)=O)c2)nnc1C1CC1	13.4	644	-0.7%	-0.0135	-0.156	0.581	-0.278	1.7	1.1	6.1	8.1%	7.4%	i	-7.4	i	0.19	1579
Cc1ccc(/C=C(\NC(=O)c2ccc(C)cc2)C(=O)NCCCn2ccnc2)cc1	13.9	677	-0.8%	-0.289	-0.135	-0.727	-0.141	1.9	1.5	5.7	36.9%	6.5%	i	16.3	i	-0.34	1424
CN(C)CCOC(=O)C12CC3(C)CC(C)(CC(C)(C3)C1)C2	6.7	730	-3.6%	-0.795	-0.184	-0.53	-0.395	3.3	1.1	4.5	-3.2%	-1.9%	i	-3.7	i	-0.7	846
CC(C)N(C)CCOC(=O)c1ccc2c(c1)OCCO2	2.4	720	-0.8%	-0.641	-0.144	-0.948	0.254	3.1	2.0	6.3	-1.5%	4.8%	i	-7.0	i	·	·
COc1cc(CC(=O)Nc2ccc3c(c2)CCC3)cc(OC)c1OC	-12.7	623	-1.0%	0.694	-0.0755	0.0339	-0.809	2.3	2.3	4.4	-2.6%	3.4%	i	12.1	i	-0.46	1057
Cc1cc(C)c(OCCCCn2cnc3ccccc3c2=O)c(C)c1	·	·	1.8%	0.517	-0.169	0.252	-0.856	1.4	1.7	6.2	7.9%	8.8%	i	0.4	i	0.2	1357
CCOC(CNC(=O)c1ccc2c(c1)ncn2-c1cccc(F)c1)OCC	1.8	670	-0.5%	-0.238	-0.316	-0.306	0.7	1.2	1.7	5.4	1.0%	1.8%	i	5.7	i	0.11	1294
COC(=O)C1=C(C)N(Cc2cccnc2)C(=O)/C1=C\c1sccc1C	-14.4	664	3.2%	0.318	0.196	0.535	-0.756	·	·	·	24.5%	-0.9%	i	-15.7	i	-0.14	1512
CCCn1cc(CN2CCCC(CNC(=O)c3ccc(F)cc3)C2)c(C)n1 (centres undefined)	-40.8	613	0.5%	0.406	-0.36	0.449	0.791	2.2	1.5	7.1	3.1%	2.5%	i	-0.5	i	-0.07	1528
Cc1cccc(-n2c(SCC(=O)N3CCCC3)nc3n[nH]c(C)c3c2=N)c1	6.3	735	0.2%	-0.0479	-0.212	0.814	0.564	2.8	1.8	11.7	9.3%	3.2%	i	-1.8	i	-0.72	823
COC(=O)c1cccc(NC(=O)c2nn(C)c(=O)c3ccccc23)c1	·	·	-0.1%	-0.652	-0.186	0.0283	0.605	3.2	2.1	2.6	0.9%	2.2%	i	11.8	i	0.25	1222
Cc1ccc(C2C3=C(CCCC3=O)Nc3c2c(C)nn3-c2ccccn2)o1 (centres undefined)	0.3	684	1.0%	0.292	0.144	-0.307	-0.187	1.9	2.3	4.4	11.2%	13.4%	i	1.7	i	-0.78	1403
COc1ccccc1NC(=O)CN1CCN(CC(=O)Nc2ccc3c(c2)OCCO3)CC1	0.9	771	0.7%	0.131	-0.228	0.77	-1.01	2.9	2.1	5.1	11.4%	4.7%	i	0.9	i	0.5	1103
CCCCCCNc1c(C(=O)OCC)c(=O)[nH]c2ccccc12	·	·	-1.8%	0.615	-0.241	0.732	0.407	4.2	2.9	9.5	-3.2%	1.5%	i	15.0	·	-0.02	1082
COC(=O)CN(c1ccc(C)cc1)S(=O)(=O)c1ccc2c(c1)n(C)c(=O)c(=O)n2C	·	·	-0.9%	-0.493	-0.227	-0.21	0.829	1.5	1.3	5.7	11.2%	4.8%	i	-1.5	i	-0.44	1630
CCOc1ccccc1NC(=O)Cn1c(=O)oc2ccccc21	-0.7	750	-0.9%	1.03	0.102	0.954	-0.767	1.3	1.5	2.4	-5.3%	0.7%	i	3.2	i	1.24	1462
CCOc1ccc(C(O)Cn2c(=N)n(CCN3CCCCC3)c3ccccc32)cc1 (centres undefined)	-10.8	722	4.6%	3.28	0.242	1.44	0.499	2.3	0.9	4.3	-16.8%	-2.5%	i	-1.6	i	-3.65	746
